Assay outcomes from PubChem BioAssay.
PrPC TRFRET: cell surface PrPC inhibition, primary TR-FRET screen. P04156. TR-FRET read-out. inhibition, % at 13.8 µM. 370,000 tested, 0.43% active; in the data active means inhibition above about 24%; further: 0% = median of the test wells and 100% = reference compound wells
BioA inh: inhibitors of Mycobacterium tuberculosis BioA enzyme; inhibition, % at 9.99 µM; 360,000 tested, 0.096% active; purified M. tuberculosis BioA enzyme, plate reader; in the data active means inhibition above about 40%; inconclusive means no clear call, values can overlap the other calls
FadD28 FP inh: inhibitors of Mycobacterium tuberculosis FadD28 bisubstrate binding. AID 588549. 360,000 tested, 0.22% active. FadD28 bisubstrate probe binding, fluorescence polarization. inhibition, % at 12.5 µM; in the data active means inhibition above about 8.5%, passing the limit was not always enough; inconclusive means no clear call, values can overlap the other calls
GDH-TPI counter: counter-screen for M. tuberculosis FBA inhibitors: GDH-TPI coupled enzymes. GDH-TPI coupled enzyme counterscreen, NADH absorbance. inhibition, % at 4.8 µM. 360,000 tested, 1.2% active; in the data active means inhibition above about 30%;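 further: 0% = DMSO wells and 100% = wells lacking the enzyme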
Mtb FBA inh: inhibits M. tuberculosis FBA enzyme. P9WQA3. purified M. tuberculosis FBA, fluorescence read-out. inhibition, % at 1 µM. 360,000 tested, 2.3% active; in the data active means inhibition above about 27%;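 further: 0% = vehicle and 100% = reference inhibitor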
Target sequence (P9WQA3 whole entry, looked up): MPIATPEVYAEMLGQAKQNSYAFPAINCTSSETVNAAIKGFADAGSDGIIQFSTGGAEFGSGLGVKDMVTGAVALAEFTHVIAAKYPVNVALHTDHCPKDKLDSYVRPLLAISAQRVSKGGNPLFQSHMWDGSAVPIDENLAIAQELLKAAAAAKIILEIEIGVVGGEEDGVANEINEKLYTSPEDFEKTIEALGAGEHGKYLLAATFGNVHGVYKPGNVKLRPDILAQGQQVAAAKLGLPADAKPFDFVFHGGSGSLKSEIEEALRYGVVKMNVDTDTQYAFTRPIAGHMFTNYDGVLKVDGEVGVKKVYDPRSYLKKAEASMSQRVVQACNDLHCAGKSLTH
MazF activator: MazEF (E. coli) toxin RNase activation. 350,000 tested, 0.32% active. FAM/BHQ RNA-DNA oligo cleavage fluorescence, 5 h. P0AE70. activation, % at 20 µM; in the data active means activation above about 50%
Target sequence (P0AE70 whole entry, looked up): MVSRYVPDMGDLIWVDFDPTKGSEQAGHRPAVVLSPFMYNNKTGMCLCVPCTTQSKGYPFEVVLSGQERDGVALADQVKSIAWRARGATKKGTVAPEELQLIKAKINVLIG
BoNT-F LC inh: blocks Botulinum neurotoxin F light chain protease. inhibition, % at 10 µM. 360,000 tested, 0.22% active. Multiplex microsphere protease cleavage assay, flow cytometry; in the data active means inhibition above about 35%, passing the limit was not always enough; inconclusive means no clear call, values can overlap the other calls; further: plate controls were buffer without enzyme for full effect and enzyme alone for no effect
Mtb UGM inh: blocks M. tuberculosis UGM enzyme; inhibition, % at 10 µM; purified UGM, fluorescence polarization probe displacement; P9WIQ1; 320,000 tested, 0.06% active; in the data active means inhibition above about 10%, passing the limit was not always enough; inconclusive means no clear call, values can overlap the other calls
Rv3671c protease: inhibits the M. tuberculosis serine protease Rv3671c | AID 2606 | 320,000 tested, 0.048% active | inhibition, % at 5.96 µM; in the data active means inhibition above about 38%;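 further: extracellular domain of Rv3671c used as enzyme; 0% = enzyme with DMSO and 100% = no enzyme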
Target sequence (P9WHR9 whole entry, looked up, the tested form may be a part): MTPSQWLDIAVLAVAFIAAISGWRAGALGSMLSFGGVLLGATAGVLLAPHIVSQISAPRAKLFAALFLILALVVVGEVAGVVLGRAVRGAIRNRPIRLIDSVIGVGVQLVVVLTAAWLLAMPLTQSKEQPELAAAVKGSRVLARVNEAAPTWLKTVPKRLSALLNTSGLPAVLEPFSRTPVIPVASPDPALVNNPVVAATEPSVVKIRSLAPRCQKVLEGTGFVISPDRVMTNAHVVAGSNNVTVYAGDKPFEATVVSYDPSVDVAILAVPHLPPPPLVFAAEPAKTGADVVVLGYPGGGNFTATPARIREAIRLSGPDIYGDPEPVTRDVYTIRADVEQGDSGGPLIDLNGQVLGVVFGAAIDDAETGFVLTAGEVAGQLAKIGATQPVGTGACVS
The depositor's hits bear a star; ? = inconclusive; . = not tested or not shown; & = joins results of further samples.

| structure | PrPC TRFRET | BioA inh | FadD28 FP inh | GDH-TPI counter | Mtb FBA inh | MazF activator | BoNT-F LC inh | Mtb UGM inh | Rv3671c protease |
| --- | --- | --- | --- | --- | --- | --- | --- | --- | --- |
| O=C(NCc1ccccc1)c1ccc(F)c(S(=O)(=O)N2CCOCC2)c1 | -3 | 0.3 | -1.6 | -1 | 0 | -1 | 0 | -1.9 | 0 |
| CCOC(=O)C1CCCN(c2c(NCCC(C)C)c(=O)c2=O)C1 (stereo unspecified) | 2 | 4.1 | -1.4 | 2 | 4 | 1 | -7 | 1.0 | -5 |
| CC(C)N(Cc1nc(-c2ccccc2)no1)C(=O)CCCN1C(=O)c2ccccc2C1=O | 10 | -0.7 | 0.6 | 6 | 0 | 8 | 1 | 1.8 | -4 |
| O=C(CCN1CCCCC1)Nc1ccccc1 | 0 | 1.9 | -1.6 | 4 | 3 | -1 | 1 | 0.1 | 6 |
| Cc1c(CC(=O)O)c(=O)oc2c(C)c3occ(-c4ccc(Br)cc4)c3cc12 | 4 | 11 | -0.7 | 13 | 6 | -36 | -2 | 1.2 | 6 |
| Cc1ccc(-n2c(O)c(/C=C/C=Nc3ccccc3)c(=O)[nH]c2=O)cc1 | -3 | . | 0.1 | 18 | -21 | -80 | 6 | -6.4 | -20 |
| C/C(CC(=O)Nc1c(C)cc(C)cc1C)=N\NC(=O)OC(C)(C)C | -2 | . | -0.6 | 15 | 3 | 6 | 2 | 4.5 | 5 |
| CC1CC(C)CN(C(=O)COC(=O)c2c[nH]c3ccccc23)C1 (stereo unspecified) | -1 | 0.1 | 0.3 | -2 | 1 | 3 | -11 | 2.1 | 1 |
| CC(=O)N1CCN(CC(O)COc2ccc(Br)cc2)CC1 (stereo unspecified) | 2 | -0.2 | -3.1 | -6 | -4 | 9 | ? | -0.2 | 6 |
| C/C(=N/NC(=O)c1ccncc1)C1=C(O)CC(C)(C)CC1=O | 1 | . | -1.3 | -2 | -5 | -1 | -2 | 2.5 | 5 |
| CCCCNS(=O)(=O)c1ccc2nc(SCC(=O)Nc3cc(C)cc(C)c3)[nH]c2c1 | 3 | . | -7.6 | 3 | -2 | 3 | 0 | -0.6 | -66 |
| COc1ccc(-n2nnnc2SCC(=O)Nc2ccccc2F)cc1 | 0 | -1.8 | -3.0 | -13 | -2 | 2 | -20 | 2.5 | -4 |
| O=C(C(NS(=O)(=O)c1cccs1)c1ccccc1)N1CCN(c2ccccc2)CC1 (stereo unspecified) | 3 | -1.7 | 0.2 | 10 | 0 | -5 | 0 | -1.3 | 2 |
| CCOC(=O)c1c(-c2ccc(OC)cc2)csc1NC(=O)CNCc1ccco1 | . | 1.3 | -0.7 | 14 | 7 | -1 | -8 | 0.7 | -3 |
| O=C(NCc1ccc2c(c1)OCO2)C1CCC(=O)N1C1CCCCC1 (stereo unspecified) | 5 | -0.3 | -2.6 | -4 | -6 | 7 | 0 | -0.7 | 3 |
| COC(=O)CN(c1ccc(C)c(Cl)c1)S(C)(=O)=O | 5 | -0.7 | -2.6 | -9 | 0 | -8 | 10 | -2.7 | -1 |
| CCCCn1c(N)c(N(CCOC)C(=O)c2ccc(OCc3c(C)noc3C)cc2)c(=O)[nH]c1=O | 7 | -0.9 | -0.5 | 3 | 2 | 10 | 1 | -3.2 | -9 |
| COc1ccccc1C(=O)NCCC(=O)NCCOc1ccccc1 | -4 | 0.1 | -2.7 | 0 | 3 | -2 | -16 | -2.5 | 1 |
| Cc1ccc(-c2nnc(-n3nc(C)cc3C)c3ccccc23)cc1 | -3 | . | -3.1 | 0 | -2 | -5 | 2 | 4.6 | 6 |
| C/C(=N/NC(=O)c1cccnc1)C1=C(O)CC(C)(C)CC1=O | -2 | . | -1.9 | 4 | 0 | -20 | -4 | -0.5 | 4 |
| C[C@H]1CN(S(=O)(=O)c2ccc3c(c2)OCCO3)CCN1S(=O)(=O)c1c(F)cccc1F | 5 | -0.7 | -0.7 | 6 | 7 | 0 | 0 | -5.0 | 2 |
| COc1ccc(C2c3sc(=O)[nH]c3SC3C4CCC(C4)C23)cc1OC (stereo unspecified) | -10 | 23 | -6.5 | -1 | 0 | 0 | -8 | 0.2 | -7 |
| O=C(N=C1SC2CS(=O)(=O)CC2N1c1ccc(F)cc1)C1CCCCC1 (stereo unspecified) | -1 | -1.1 | -3.8 | -4 | 0 | 6 | 4 | -0.8 | 1 |
| COc1ccc(CNC(=O)[C@@H](C)NC(=O)C2CCN(C(=O)[C@@H](N)CCSC)CC2)cc1 | -4 | -1.1 | -0.5 | 2 | 1 | -3 | -2 | -0.7 | 3 |
| CN1CCN(CCCc2c3c(cc4c2CCC4)CCC3)CC1 | -2 | -1.7 | -6.0 | 9 | 4 | 12 | -10 | -0.1 | -6 |
| CC(=O)Nc1ccc(CN(C)c2c(C)nc3ccc(C(=O)NCCCN4CCCC4=O)cn23)cc1 | -4 | -1.2 | -1.3 | 6 | 1 | . | 5 | . | . |
| Cc1cc(Cl)ccc1NC(=S)NC(C)(C)C | 9 | . | -0.9 | -2 | 3 | 3 | -4 | -2.9 | 4 |
| O=C(NCc1ccco1)C(=O)c1cn(CC(=O)N2CCCCC2)c2ccccc12 | -6 | . | -2.6 | 10 | -1 | 2 | -4 | 4.2 | -2 |
| CCOC(=O)NC(=O)COC(=O)CCCSc1nc2ccccc2s1 | 8 | . | -0.5 | -4 | 0 | 10 | 3 | 1.1 | 2 |
| O=C(COc1ccccc1)Nc1sc2c(c1C(=O)NCc1cccnc1)CCCC2 | 1 | . | -0.4 | 10 | -4 | 0 | -16 | 3.3 | -39 |
| Nc1nc(CN2CCN(c3cccc(Cl)c3)CC2)nc(N2CCCc3ccccc32)n1 | 7 | 1.5 | -1.5 | 11 | 5 | -1 | -5 | -0.8 | 1 |
| Cc1ccc(N(C)S(=O)(=O)c2cccc(C(=O)Oc3ccc4c(C)cc(=O)oc4c3)c2)cc1 | -4 | . | -0.6 | 2 | 131* | -7 | -1 | 2.8 | -13 |
| O=S(=O)(c1ccc(N=C2NN=C(c3cc(F)ccc3F)CS2)cc1)N1CCOCC1 | 13 | . | -1.3 | 12 | 1 | -2 | -3 | . | . |
| COc1cc2c(cc1OC)CN(C(=O)CSc1ccc(F)cc1)CC2 | -1 | 0.7 | -3.7 | 0 | -1 | 1 | -1 | 1.7 | -6 |
| CSc1ccccc1NC(=O)Nc1cccc(Cl)c1C | 3 | . | -1.3 | 3 | 3 | -6 | -3 | -1.3 | -3 |
| COc1ccc(-c2cc3c(=O)n(CC(=O)NCc4ccccc4OC)ncn3n2)cc1 | 8 | -1.1 | -2.1 | 12 | 6 | -18 | 1 | 1.5 | -1 |
| CN(CC(=O)Nc1ccccc1C(F)(F)F)C(=O)c1cc2c(s1)CCCCC2 | 1 | -2.8 | -0.5 | 1 | 2 | 2 | 7 | -0.7 | -1 |
| NC(N)=N/N=C/c1c(Cl)cccc1Cl | 5&4 | -1.2&0.2 | -0.2&-2.1 | 7&0 | 3&4 | 11&3 | -11&-1 | -1.7&1.2 | 3&1 |
| CCOC(=O)C1CCN(C(=S)Nc2ccc(CC)cc2)CC1 | -1 | -7.3 | -1.1 | 3 | 0 | 7 | -2 | -0.6 | -8 |
| CC1(C(=O)NS(=O)(=O)Cc2ccccc2)CCN1C(=O)Cc1ccccc1 (stereo unspecified) | -6 | -1.0 | -1.9 | 11 | 2 | . | -3 | . | . |

Next part, overlapping the part above by four compounds.
| structure | PrPC TRFRET | BioA inh | FadD28 FP inh | GDH-TPI counter | Mtb FBA inh | MazF activator | BoNT-F LC inh | Mtb UGM inh | Rv3671c protease |
| --- | --- | --- | --- | --- | --- | --- | --- | --- | --- |
| CN(CC(=O)Nc1ccccc1C(F)(F)F)C(=O)c1cc2c(s1)CCCCC2 | 1 | -2.8 | -0.5 | 1 | 2 | 2 | 7 | -0.7 | -1 |
| NC(N)=N/N=C/c1c(Cl)cccc1Cl | 5&4 | -1.2&0.2 | -0.2&-2.1 | 7&0 | 3&4 | 11&3 | -11&-1 | -1.7&1.2 | 3&1 |
| CCOC(=O)C1CCN(C(=S)Nc2ccc(CC)cc2)CC1 | -1 | -7.3 | -1.1 | 3 | 0 | 7 | -2 | -0.6 | -8 |
| CC1(C(=O)NS(=O)(=O)Cc2ccccc2)CCN1C(=O)Cc1ccccc1 (stereo unspecified) | -6 | -1.0 | -1.9 | 11 | 2 | . | -3 | . | . |
| COCCNC(=O)c1cccc(OC2CCN(Cc3ccc(C(=O)OC)cc3)CC2)c1 | 0 | 1.5 | -2.0 | -2 | 0 | -25 | ? | -1.0 | 3 |
| Cc1ccc(N(Cc2ccc(C(=O)Nc3ccccc3C(=O)NCc3ccco3)cc2)S(C)(=O)=O)cc1C | . | 1.0 | -1.6 | 5 | 4 | -2 | -7 | -2.7 | -54 |
| C=CC[C@@H](CC(=O)NCCO)C(=O)N[C@@H](C)COC(=O)[C@@H](CC=C)Cc1ccc(F)cc1 | 4 | 1.6 | -2.3 | 1 | -2 | 4 | -2 | -1.4 | 1 |
| Cc1cc(C)cc(N(C(=O)c2csnn2)C(C(=O)NC2CCCCC2)c2ccccn2)c1 (stereo unspecified) | -4 | -4.0 | 1.6 | 1 | 0 | -15 | 1 | 2.7 | -12 |
| O=[N+]([O-])c1ccc(NC(=S)NCc2ccc(F)cc2)cc1 | 6 | 3.6 | -1.8 | 20 | -2 | 4 | 14 | 0.7 | -15 |
| CCOC(=O)C1CCCN(C(=O)CS(=O)(=O)Cc2ccccc2)C1 (stereo unspecified) | -2 | -0.2 | 1.3 | -13 | 7 | 8 | -7 | -2.1 | 0 |
| CC12CN(NC(=O)c3ccc(Cl)cc3)C3(C#N)CC1CCC23C (stereo unspecified) | -2 | -0.6 | -3.1 | 1 | 6 | -4 | 5 | 0.9 | 3 |
| CC[C@@H]1C(c2ccc(F)cc2)=NN(c2ccc(Br)cc2)[C@H]1C(=O)N1CCOC1=O | 4 | -0.4 | 1.3 | 11 | 15 | 4 | -13 | . | . |
| S=C1Nc2cc(Cl)ccc2Sc2ccccc21 | 11 | -0.3 | -3.2 | 7 | 0 | -8 | -10 | -0.8 | -6 |
| CCOc1ccc(C)cc1S(=O)(=O)N1CCCCC1 | 7 | 1.7 | -0.3 | -3 | -1 | 0 | 0 | 1.5 | -5 |
| CC(C)(C)C(=O)CN1CCN(S(=O)(=O)c2ccc(F)cc2)CC1 | -4 | . | -2.1 | 3 | 1 | 9 | 6 | -0.9 | -8 |
| O=C(Cc1cccs1)Nc1ccc(C(=O)O)cc1 | -2 | 0.1 | -5.3 | 1 | 0 | -9 | -10 | -0.9 | 5 |
| O=C(CC(NC(=O)OCc1ccccc1)C(=O)O)OCc1ccccc1 (stereo unspecified) | 0 | -0.8 | -1.8 | -3 | 0 | 4 | -10 | -0.4 | -9 |
| CC[C@]12C(=O)N(C)C[C@H]([C@@H]3C(=O)N(C)C(=O)[C@@H]31)N2C(=O)c1ccc(C)cc1 | 5 | -0.8 | -0.3 | 3 | 1 | 10 | 3 | . | . |
| COc1ccc(NC(=O)NC2CCCCCCC2)c(OC)c1 | . | -1.2 | 0.8 | 8 | 2 | 2 | -2 | -2.5 | . |
| COc1ccccc1NS(=O)(=O)c1ccc(C(=O)NCc2ccncc2)cc1 | 7 | 1.3 | -2.3 | 5 | -1 | -3 | -6 | 0.8 | 1 |
| COc1cccc(C(=O)Nc2ccc(C(=O)c3ccncc3)cc2)c1 | 10 | 4.9 | -2.6 | 9 | -3 | 12 | 0 | 1.5 | -3 |
| CCCn1c(NCc2ccccc2NS(=O)(=O)c2ccc(C)cc2)nc2ccccc21 | -5 | . | -4.3 | -1 | -2 | 2 | 4 | 1.2 | -19 |
| COc1ccc(NC2=C(NC(C)=O)C(=O)c3ccccc3C2=O)cc1 | -67 | 1.5 | . | 10 | 0 | 4 | 1 | -0.5 | -11 |
| CC(=O)NCCCC(=O)NNC1CC(=O)N(c2cccc(Cl)c2)C1=O (stereo unspecified) | 0 | -1.0 | -1.0 | 4 | -2 | 8 | ? | -0.7 | 16 |
| OCCc1ccc(O)c(-n2nc3ccccc3n2)c1 | -5 | -3.9 | -0.5 | 4 | -3 | 4 | 4 | -2.4 | -2 |
| COc1cc(NC(=S)N2CCN(CCO)CC2)c(OC)cc1Cl | 8 | -1.2 | -1.4 | -1 | 1 | 9 | -3 | 4.1 | -11 |
| CCOC(=O)COc1ncn(-c2ccccc2)n1 | -2 | -3.3 | -1.3 | 5 | 2 | 5 | 2 | 2.8 | 10 |
